Compound activity deposited in PubChem by Small Molecule Screening Facility, UW Madison.
SSB-PriA inh: K. pneumoniae PriA-SSBct interaction inhibition. inhibition, % at 33 µM. AlphaScreen SSBct-PriA binding, biotinylated peptide. actives 0.6% (n = 430,000); in the data active = inhibition mostly above about 37%, no sharp cut-off; inactive = mostly below about 20%;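 note: plate controls were negative control peptide for no effect and reference peptide for full effect; strong numbers were not always called active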
* = called active by the depositor; & = joins results of further samples. Some of the compounds tested, so the mix of outcomes need not match the whole.

The first 6 compounds (preview)
Screening O=C(NCC1(c2cccs2)CCOCC1)c1cc(C2CC2)on1 returned SSB-PriA inh -14.
For N#CC(=C(O)COC(=O)CCc1ccc(S(=O)(=O)N2CCOCC2)cc1)c1nc2ccccc2[nH]1 the results were SSB-PriA inh -3.
`COc1ccc(-c2ccc(NC(=O)c3ccc(Cl)cc3Cl)cc2)nn1` gave SSB-PriA inh -10.
O=C(CC1CCCCN1S(=O)(=O)c1ccccc1)NCc1ccc2c(c1)OCO2 (stereo not given) was read as SSB-PriA inh 14.
Screening CCOc1cc(C=NO)ccc1OCc1ccccc1F returned SSB-PriA inh -17.
For C#CCn1c(=NC(=O)c2ccc(S(=O)(=O)N3CC(C)OC(C)C3)cc2)sc2cc(OC)c(OC)cc21 (stereo not given) the results were SSB-PriA inh -14.

The list itself, from the first entry:
Screening O=C(NCC1(c2cccs2)CCOCC1)c1cc(C2CC2)on1 returned SSB-PriA inh -14.
For N#CC(=C(O)COC(=O)CCc1ccc(S(=O)(=O)N2CCOCC2)cc1)c1nc2ccccc2[nH]1 the results were SSB-PriA inh -3.
`COc1ccc(-c2ccc(NC(=O)c3ccc(Cl)cc3Cl)cc2)nn1` gave SSB-PriA inh -10.
O=C(CC1CCCCN1S(=O)(=O)c1ccccc1)NCc1ccc2c(c1)OCO2 (stereo not given) was read as SSB-PriA inh 14.
Screening CCOc1cc(C=NO)ccc1OCc1ccccc1F returned SSB-PriA inh -17.
For C#CCn1c(=NC(=O)c2ccc(S(=O)(=O)N3CC(C)OC(C)C3)cc2)sc2cc(OC)c(OC)cc21 (stereo not given) the results were SSB-PriA inh -14.
COc1cccc(NC(=O)N2CC(S(=O)(=O)C3CCCCC3)C2)c1OC was read as SSB-PriA inh 0.
`Cn1nc(-c2ccc(F)cc2)cc1C(=O)NCc1nn(C2CCCC2)c(=O)c2ccccc12` gave SSB-PriA inh -4.
Screening Cc1ccc(OCc2nc(C#N)c(N3CCN(c4ccccc4)CC3)o2)cc1 returned SSB-PriA inh 74*.
`O=C(COc1ccccc1)Nc1ccc2c(c1)N(C(=O)c1cccs1)CCC2` gave SSB-PriA inh -6.
COC(=O)c1[nH]c2cc(OC)c(OC)cc2c1C=NNc1ccccc1 was read as SSB-PriA inh 3.
Screening Cn1nc(-c2ccc(F)cc2)cc1C(=O)N1CCC[C@H](Cc2nc(-c3cnccn3)no2)C1 returned SSB-PriA inh -3.
N#Cc1cccnc1N1CCC(CNC(=O)c2nc3ccccc3s2)CC1 was read as SSB-PriA inh -18.
`O=C(COc1ccccc1)NCC1CCN(Cc2ccccc2)CC1` gave SSB-PriA inh -2.
For CCOC(=O)c1ccc2nc(C)cc(N)c2c1 the results were SSB-PriA inh -9.
Screening CC(Oc1ccccc1)C(=O)NCC1(O)CCOCC1 (stereo not given) returned SSB-PriA inh -3.
For COC(=O)Nc1ccc2c(c1)N(CCC(C)C)C(=O)C(C)(C)CO2 the results were SSB-PriA inh 22.
C=CCN1C(=O)C(C)(C)COc2cc(NC(=O)c3ccc(OC(C)C)cc3)ccc21 was read as SSB-PriA inh 6.
Screening Cc1cc(C)c2c(N)c(C(=O)N3CC(C)OC(C)C3)sc2n1 (stereo not given) returned SSB-PriA inh -2.
Screening Cc1cc(-c2n[nH]c(=S)n2N=Cc2cccc([N+](=O)[O-])c2)n[nH]1 returned SSB-PriA inh -6.
For O=C(NCc1ccnc(-c2cccs2)c1)NCc1cccs1 the results were SSB-PriA inh 0.
For CCCN1CCCc2cc(CCNC(=O)CC)ccc21 the results were SSB-PriA inh 52.
`COc1cc(C#N)cc(OC)c1O` gave SSB-PriA inh -17.
`O=C([C@@H]1CC=CCC1)N1CCC(Oc2ccc(C(F)(F)F)cn2)CC1` gave SSB-PriA inh -11.
`O=S(=O)(NCC[C@H](O)c1cccs1)c1cccc(C(F)(F)F)c1` gave SSB-PriA inh -6.
`CCOc1ccc(C)cc1S(=O)(=O)Nc1ccc2c(c1)N(C(=O)CC)CCC2` gave SSB-PriA inh -16.
`O=C(Nc1c(C(=O)Nc2cccc(Cl)c2)oc2ccccc12)c1cc(-c2ccccc2)on1` gave SSB-PriA inh -6.
For O=C(CSc1nnc(CNC(=O)c2cccc3ccccc23)n1-c1ccc(Br)cc1)Nc1ccccc1F the results were SSB-PriA inh -18.
COc1ccc(S(=O)(=O)Nc2ccc3c(c2)CN(C(=O)c2cccs2)CC3)cc1F was read as SSB-PriA inh -9&1.
For COc1cncc(O[C@H]2CCCN(S(=O)(=O)c3cc(F)ccc3OC)C2)n1 the results were SSB-PriA inh -11.
Screening COCCN(Cc1ccncc1)C(=O)c1cccc(C(F)(F)F)c1 returned SSB-PriA inh -6.
CC(=CC(=O)c1ccc(Br)cc1)NCc1ccccc1 was read as SSB-PriA inh -46.
CCCOc1nn(CCC)cc1C(=O)Nc1ccc(S(N)(=O)=O)cc1 was read as SSB-PriA inh -7.
CCn1c(C2CCN(C(=O)Cc3ccc(SC(C)C)cc3)CC2)nn(CCOC)c1=O was read as SSB-PriA inh -7.
Screening COC(=O)c1ccc(C(=O)Nc2cnn(C3CCOCC3)c2)cc1 returned SSB-PriA inh -21.
Screening O=C(Cc1ccccc1)NCCSc1ncc(-c2ccc(F)cc2)[nH]1 returned SSB-PriA inh 14.
Cc1ccc(S(=O)(=O)N(C)CC(=O)NC(C)(C)C)cc1 was read as SSB-PriA inh 1.
For COc1ccc2nc(NC(=O)C34CCC(C)(C(=O)C3)C4(C)C)sc2c1 (stereo not given) the results were SSB-PriA inh 19.
`O=C(Nc1ccc(S(=O)(=O)Nc2ccccn2)cc1)C1OC2OC3(CCCCC3)OC2C2OC3(CCCCC3)OC12` (stereo not given) gave SSB-PriA inh -9.
Screening CCOc1ccc(S(=O)(=O)N=C2C=CC(=O)c3ccccc32)cc1 returned SSB-PriA inh 33.
`O=C(Nc1nnc(-c2cc3ccccc3o2)o1)c1cccc(Cl)c1` gave SSB-PriA inh 3.
O=C(CNc1cccc2ccccc12)NN=Cc1ccc(C(=O)O)cc1 was read as SSB-PriA inh 19.
O=C(CCN1C(=O)c2ccccc2S1(=O)=O)Nc1nc2ccccc2s1 was read as SSB-PriA inh 3.
`O=C(CCc1csc(NS(=O)(=O)c2ccccc2)n1)N1CCN(c2ncccn2)CC1` gave SSB-PriA inh -5&4.
For O=S(=O)(NC1CCCCC1)c1ccc2c(c1)OCCCO2 the results were SSB-PriA inh -6.
`NC(=S)NN=Cc1ccc([N+](=O)[O-])cc1` gave SSB-PriA inh 3.
NC(=O)c1ccc(NC(=O)C(=O)NCCC2=CCCCC2)cc1 was read as SSB-PriA inh -4.
Screening Cc1ccc(NC(=O)C(=O)N2CCN(c3cccc(Cl)c3)CC2)c([N+](=O)[O-])c1 returned SSB-PriA inh 1.
`CN(C)C=NC(=S)Nc1ccc(Cl)c(Cl)c1` gave SSB-PriA inh -14.
Screening CC1CCN(S(=O)(=O)c2ccc(C(=O)N=c3sc4cc(Cl)ccc4n3C)cc2)CC1 returned SSB-PriA inh 3.
For Cc1noc(C2CN(Cc3ccccc3OC(F)(F)F)C2)n1 the results were SSB-PriA inh 7.
For Cc1nc(N=CN(C)C)sc1C(=O)Nc1ccccc1 the results were SSB-PriA inh -1.
Screening CCOc1ccc(C(=O)Nc2ccc(-c3cn4ccsc4n3)cc2)cc1OCC returned SSB-PriA inh -12.
`COc1cc(NN=Cc2ccc(N(C)C)cc2)ncn1` gave SSB-PriA inh -5.
`COC(=O)c1sccc1S(=O)(=O)N1CCC(S(=O)(=O)c2nncn2C)CC1` gave SSB-PriA inh -17.
Screening N#Cc1nccnc1N1CCC(CNC(=O)c2ccsc2)CC1 returned SSB-PriA inh -3.
For CCOc1ccc2ncc3c(-c4ccccc4)nn(CC(=O)Nc4ccccc4)c3c2c1 the results were SSB-PriA inh 11.
`Cc1c[nH]c2c(c1=O)c(=O)n(C)c(=O)n2C` gave SSB-PriA inh 3.
Cc1cc(NC(=O)C2CCCN2S(=O)(=O)c2ccc(Cl)s2)no1 (stereo not given) was read as SSB-PriA inh -11&1.
For Cc1csc(NC(=O)CSc2nc(CC(=O)NCCc3ccccc3)cc(=O)[nH]2)n1 the results were SSB-PriA inh -16.

Fetched one by one from the entries so far:
For CCOC(=O)c1ccc2nc(C)cc(N)c2c1 the results were SSB-PriA inh -9.
Screening CCOc1ccc(C(=O)Nc2ccc(-c3cn4ccsc4n3)cc2)cc1OCC returned SSB-PriA inh -12.
Screening Cc1ccc(OCc2nc(C#N)c(N3CCN(c4ccccc4)CC3)o2)cc1 returned SSB-PriA inh 74*.
COc1cccc(NC(=O)N2CC(S(=O)(=O)C3CCCCC3)C2)c1OC was read as SSB-PriA inh 0.
For N#CC(=C(O)COC(=O)CCc1ccc(S(=O)(=O)N2CCOCC2)cc1)c1nc2ccccc2[nH]1 the results were SSB-PriA inh -3.

Continuation:
`O=C(Nc1ccccc1Cc1nc(C2CC2)no1)c1ccoc1` gave SSB-PriA inh -2.
COc1ccc(F)cc1S(=O)(=O)N1CCC[C@H](c2nnc(-c3ccsc3)o2)C1 was read as SSB-PriA inh -9.
For Cc1ccccc1OCC(=O)NN=Cc1cccc2cccnc12 the results were SSB-PriA inh -11.
For CCCn1c(SCc2cccc(C(F)(F)F)c2)nc2cc(-c3ccc(C)cc3)sc2c1=O the results were SSB-PriA inh 15.
Cc1cc(C)c2c(n1)sc1c(=O)n(CC(=O)Nc3cccc4ccccc34)cnc12 was read as SSB-PriA inh -13.
COc1ccc2nc(NS(=O)(=O)c3ccc(Cl)s3)sc2c1 was read as SSB-PriA inh 0.
Cc1cc(CCNC(=O)c2ccc(Br)o2)on1 was read as SSB-PriA inh -3.
COCc1c(Br)c(C)nc(OCC(=O)NN=Cc2ccco2)c1C#N was read as SSB-PriA inh -4.
For O=C(NC[C@@](O)(c1ccccc1)C1CC1)Nc1ccccc1 the results were SSB-PriA inh -7.
`CC(C(=O)N1CCN(c2cccc(C(F)(F)F)c2)CC1)n1nc(-n2cccn2)ccc1=O` (stereo not given) gave SSB-PriA inh -1.
`COc1cc(NC(=O)CCCn2nc(-c3ccco3)ccc2=O)cc(OC)c1` gave SSB-PriA inh -4.
`CC1CCN(C(=O)Cn2cc(SCc3ccc(Br)cc3)c3ccccc32)CC1` gave SSB-PriA inh -10.
Screening O=C(CSc1ccc(-c2ccc(Cl)cc2)nn1)c1ccc(F)cc1 returned SSB-PriA inh -6.
`Cc1ccccc1C1CCN(S(=O)(=O)c2cccc3cccnc23)CCS1` (stereo not given) gave SSB-PriA inh -9.
For Cc1nccc(-c2cccc(NN=C(C#N)C(=O)c3ccccc3)c2)n1 the results were SSB-PriA inh -13.
O=C(c1nccnc1-c1nc2ccccc2s1)N1CCN(c2cccc(Cl)c2)CC1 was read as SSB-PriA inh 2.
CCn1nccc1C(=O)Nc1nc(-c2ccc(C(=O)OC)cc2)cs1 was read as SSB-PriA inh -5&-2.
For C(=NN1CCN(c2ccccn2)CC1)C1=C(N2CCOCC2)/C(=C/c2ccccc2)CC1 the results were SSB-PriA inh -15.
Screening O=C(NCC1CCN(C(=O)c2ccncc2)CC1)c1cccs1 returned SSB-PriA inh -6.
`Cc1ccc(C(=O)N2CCC(c3nc4ccccc4[nH]3)CC2)cc1[N+](=O)[O-]` gave SSB-PriA inh -4.
`Oc1ccccc1C=NNc1ccnc(SCc2ccccc2)n1` gave SSB-PriA inh 4.
`CC1(C)Cc2ccccc2C(NN=Cc2ccc(Cl)cc2)=N1` gave SSB-PriA inh 2.
CN(C)S(=O)(=O)c1ccc(C(=O)N(Cc2ccco2)Cc2nn(C)c3c2CCC3)cc1 was read as SSB-PriA inh -15.
Screening Cc1nc(C)c(CNS(=O)(=O)c2ccc(Cl)s2)s1 returned SSB-PriA inh -11.
`COc1cc(/C=N\NC(=S)NCc2ccco2)cc(OC)c1OC` gave SSB-PriA inh 21.
N#CC(=NO)c1nc2ccccc2[nH]1 was read as SSB-PriA inh 5.
CCOc1ccccc1NC(=O)c1oc2ccccc2c1NC(=O)Cc1cccs1 was read as SSB-PriA inh 1.
Screening O=S(=O)(Cc1ccccc1Cl)NCC1CCN(Cc2cccs2)CC1 returned SSB-PriA inh -3&3.
Screening COc1ccc(Br)cc1S(=O)(=O)Nc1cc(Cl)ccc1O returned SSB-PriA inh -5.
Screening COc1ccc(NC(=O)C[C@H](NCCc2ccc(OC)c(OC)c2)C(=O)O)c(OC)c1 returned SSB-PriA inh -11.
`O=C(Nc1nc(-c2ccccn2)cs1)c1ccc(Cl)cc1[N+](=O)[O-]` gave SSB-PriA inh 110*.
Cc1ccc(NC(=O)CSc2nncc(=O)[nH]2)c(C)c1 was read as SSB-PriA inh -20&-12.
O=C(O)c1cc2ccccn2n1 was read as SSB-PriA inh -13.
CC(=O)NCCn1ncc2c(N3CCN(c4ccc(F)cc4)CC3)ncnc21 was read as SSB-PriA inh -5.
`CCOC(=O)N1CCN(S(=O)(=O)c2ccc(C(=O)Nc3nc4cc5c(cc4s3)OCCO5)cc2)CC1` gave SSB-PriA inh -2.
O=c1c2sc3ncccc3c2nc(SCc2c(F)cccc2Cl)n1Cc1cccs1 was read as SSB-PriA inh -2.
COc1ccccc1N1CCN(Cc2cc(=O)c(OCc3ccccc3F)co2)CC1 was read as SSB-PriA inh 11.
`NC(=NNS(=O)(=O)c1ccccc1)c1ccccn1` gave SSB-PriA inh -2.
CC(=O)c1ccc(NC(=O)CSc2nc3c(-c4ccccc4)csc3c(=O)n2C)cc1 was read as SSB-PriA inh 2.
`O=C(CCCS(=O)(=O)c1ccc(Cl)cc1)Nc1nc(-c2cccnc2)cs1` gave SSB-PriA inh -6.
`Cc1c(C(c2ccco2)c2c(C)n(C)n(-c3ccccc3)c2=O)c(=O)n(-c2ccccc2)n1C` gave SSB-PriA inh -31.
CCSc1nncn1N=Cc1ccc(OC)c(OC)c1 was read as SSB-PriA inh -17.

As a working copy, 2 of the compounds above:
`Cc1c(C(c2ccco2)c2c(C)n(C)n(-c3ccccc3)c2=O)c(=O)n(-c2ccccc2)n1C` gave SSB-PriA inh -31.
CCSc1nncn1N=Cc1ccc(OC)c(OC)c1 was read as SSB-PriA inh -17.
